PLK1 PBD inh – PLK1 (human) polo-box domain binding inhibition; P53350; Plk1 PBD binding of FITC phosphopeptide, fluorescence polarization; Potency, µM, inactives show max response, negative = inhibition, actives largely listed as inhibitors; 2.8% of 360,000 active; note: potency is the fitted concentration of half-maximal effect; series mostly up to about 57 µM; % is set by controls: 0 for no effect and ±100 for the full control effect; nearly all actives have a fitted effect of over 65% in size
Target sequence (P53350 whole entry, looked up, the tested form may be a part): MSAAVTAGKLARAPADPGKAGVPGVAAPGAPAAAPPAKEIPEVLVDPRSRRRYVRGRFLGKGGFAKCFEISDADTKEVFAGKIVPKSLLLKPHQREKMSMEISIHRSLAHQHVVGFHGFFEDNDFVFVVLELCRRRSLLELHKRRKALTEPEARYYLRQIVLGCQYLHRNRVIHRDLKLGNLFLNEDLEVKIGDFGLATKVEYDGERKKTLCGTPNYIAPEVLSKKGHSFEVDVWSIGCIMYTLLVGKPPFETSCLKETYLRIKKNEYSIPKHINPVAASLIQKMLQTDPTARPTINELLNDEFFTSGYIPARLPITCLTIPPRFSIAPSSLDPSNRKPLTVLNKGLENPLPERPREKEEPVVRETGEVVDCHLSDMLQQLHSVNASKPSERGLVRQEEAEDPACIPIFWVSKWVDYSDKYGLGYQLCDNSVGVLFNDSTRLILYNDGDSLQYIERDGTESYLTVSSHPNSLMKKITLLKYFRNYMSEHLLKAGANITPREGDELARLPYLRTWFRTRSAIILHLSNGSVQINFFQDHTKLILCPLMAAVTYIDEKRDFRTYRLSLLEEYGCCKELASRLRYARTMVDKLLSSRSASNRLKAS
EPAC1 ag – agonists of human EPAC1; EPAC1 agonist qHTS, biochemical assay; response scale: 100% = response to 6.5 mM cAMP; Potency, µM (titrated, usually from 154 µM), for inactives: at the highest dose activation, usual class: activators; 0.073% of 360,000 active; note: potency is the fitted concentration of half-maximal effect; nearly all actives have a fitted effect of over 60% in size
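Nucleotide exchange assay: 100 nM EPAC1 with 250 nM Rap1B loaded with BODIPY-GDP and 50 uM GDP, room temperature. Fluorescence (480/540 nm) read every 5 min for 30 min; signal change normalized to 6.5 mM cAMP as full agonist.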
PI5P4Ka inh – inhibitors of human PI5P4K alpha; AID 652105; PI5P4Kalpha enzyme, ADP-Glo luminescence, 60 min; hits give low values; max response, %; 1.2% of 330,000 active; active = max response of -50% or lower; inconclusive = between -30% and -50%; inactive = -30% or higher; note: value at the top dose of about 77 µM; % is set by controls: 0 for no effect and ±100 for the full control effect
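Single end-point luminescence (ADP-Glo) quantified ADP from PI5P4Kalpha turnover; ATP 5 microM final, 1 h at RT, 0.1% CHAPS and 0.28 mM EGTA in HEPES pH 7.4.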
PTHR1 agonist – PTHR1 (human) receptor agonism | 0.075% of 410,000 active | HEK293 GP2 PTHR1 cells, GloSensor cAMP luminescence, 1 h | AID 743266 | Potency, µM (series often up to 115 µM), without a hit: top-dose activation, most hits filed as activators; note: potency is the fitted concentration of half-maximal effect; nearly all actives have a fitted effect of over 55% in size; some results filed as inactive show a strong effect at the top dose; inactives centre near -15; many of its hits are not listed in these tables
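HEK-293-derived GP2 cells expressing PTHR1 and a GloSensor cAMP reporter, 3,000/well, plated overnight, given luciferin plus IBMX (each 0.5 mM as added) for 1 h at 37 °C, then compound for 1 h at 37 °C. Luminescence was read after 15 min at room temperature.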
GLP-1R agonist – GLP-1 receptor (human) agonism | P43220 | 0.007% of 380,000 active | Potency, µM (highest dose often 45.6 µM), for the others: at the top dose activation, actives largely listed as activators | HEK293 GLP-1R CRE-luciferase, luminescence, 4-6 h; cells express a hypersensitive GLP-1R form | AID 624172; note: potency is the fitted concentration of half-maximal effect; % of control where 0% means no effect
Target sequence (P43220 whole entry, looked up): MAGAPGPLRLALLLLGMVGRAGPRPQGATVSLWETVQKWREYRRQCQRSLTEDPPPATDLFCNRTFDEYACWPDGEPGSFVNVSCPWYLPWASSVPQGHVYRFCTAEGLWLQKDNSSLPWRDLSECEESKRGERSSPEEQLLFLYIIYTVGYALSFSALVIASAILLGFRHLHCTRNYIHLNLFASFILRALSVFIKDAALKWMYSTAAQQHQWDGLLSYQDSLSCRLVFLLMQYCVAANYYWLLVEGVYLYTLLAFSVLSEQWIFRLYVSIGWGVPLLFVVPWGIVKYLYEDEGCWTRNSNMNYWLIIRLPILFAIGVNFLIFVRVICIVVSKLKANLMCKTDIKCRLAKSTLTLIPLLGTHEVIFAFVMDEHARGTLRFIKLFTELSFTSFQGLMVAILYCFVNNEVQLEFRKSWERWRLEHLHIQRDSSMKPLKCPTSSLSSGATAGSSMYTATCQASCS
EPAC1 antag – antagonists of human EPAC1. O95398. Potency, µM (top dose mostly 115 µM), for inactives: at the top dose activity change, negative = inhibition, usual class: inhibitors. EPAC1 GEF assay, Rap1b-BODIPY-GDP exchange fluorescence. 0.14% of 360,000 active. AID 720709;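 note: potency is the fitted concentration of half-maximal effect; plate controls were vehicle for no effect and positive control for full effect; nearly all actives have a fitted effect of over 50% in size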
IL-2 act – activates IL-2 in a cell-based reporter assay. IL-2 activation reporter assay, cell-based qHTS; stimulated with anti-CD3/CD4/CD28 beads; in transgenic mouse T cells. activation, % (series mostly up to about 46 µM). 0.065% of 360,000 active; in the data active = activation above about 50%; inconclusive = mostly about 30% to 49%; note: 0% is about no effect
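Unstimulated transgenic mouse T cells preincubated 60 min with compound, then stimulated with anti-CD3/anti-CD4-coated beads plus anti-CD28 for 18 h at 37 degrees C. IL-2 response read as EGFP and DsRed fluorescence by plate cytometry.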
GLP1R cytotox – cytotoxicity counter-screen for GLP-1 receptor inverse agonists; 0.13% of 410,000 active; Potency, µM (titrated, usually from 38.3 µM), inactives show at the highest dose activity change, negative = inhibition, usual class: inhibitors; HEK293 cAMP-luciferase reporter cells, luminescence, 24 h;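 note: loss of luciferase light is scored as toxicity; potency is the fitted concentration of half-maximal effect; % is set by controls: 0 for no effect and ±100 for the full control effect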
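Cells in DMEM/10% Nu serum/1% pen-strep, 1536-well format. Pre-incubated 12 h, dosed with 23 nL compound, incubated a further 24 h. Luciferase detection, 12 min at room temp, luminescence.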
GLP1R inv ag – acts as inverse agonist at human GLP-1 receptor | P43220 | HEK293 GLP-1R CRE-luciferase, luminescence, 24 h; GLP-1R form is constitutively active | Potency, µM (series often up to 38.3 µM), for the others: top-dose activity change, negative = inhibition, hits mostly inhibitors | 1.6% of 410,000 active | AID 624417; note: potency is the fitted concentration of half-maximal effect; % is set by controls: 0 for no effect and ±100 for the full control effect; nearly all actives have a fitted effect of over 55% in size
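Assay principle: reduced luminescence from a cAMP-responsive reporter in HEK293 cells co-expressing a constitutively active GLP-1R. Conditions: 24 hr compound incubation, 37 deg C, 5% CO2.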
* = called active by the depositor; i = inactive; ? = inconclusive; / = no result given; & = joins results of further samples; [ ] = remark or other dose. Unless noted, calls come from the whole dose curve; as a rule, active = well fitted curve in the direction sought with a large enough effect; inconclusive = small, poorly fitted or top-dose-only effect, or another doubt; inactive = no such curve, though single readings can be large; an effect the other way counts as inactive or inconclusive.

SMILES | PLK1 PBD inh | EPAC1 ag | PI5P4Ka inh | PTHR1 agonist | GLP-1R agonist | EPAC1 antag | IL-2 act | GLP1R cytotox | GLP1R inv ag
CC1(C(=O)NCc2ccccc2)CN(S(C)(=O)=O)CC(=O)N1CCc1ccc(O)cc1 (stereo not drawn) | 1% | 7% | -2 | -14% | / | -14% | -0.7 | -5% | -1%
Cc1cnn(C(=O)c2cc(-c3ccccn3)nc3ccc(Cl)cc23)c1 | -24% | 10% | ? | i | 2% | 15% | -4.2 | 18% | 10%
COc1ccc(CCNC(=O)CCc2cc(OC)c(OC)c(OC)c2)cc1 | -2% | -12% | 0 | i | -5% | 2% | -0.3 | 7% | 3%
Nc1cc(=O)[nH]c(SCC(=O)Nc2ccccc2Sc2ccc(Cl)cc2)n1 | -18% | 4% | -13 | -35%[inhibitor] | 1% | -29% | 0.4 | 6% | 5%
CCc1nc(SCC(=O)N2CCCC2)c2c(=O)n(C)c(=O)n(C)c2n1 | -5% | 0% | 3 | i | -2% | 0% | -1.4 | -2% | 5%
COc1ccc(N(CC(=O)N2CCc3ccccc3C2)S(=O)(=O)c2c(C)nn(C)c2C)cc1 | ? | -1% | -3 | -23% | 3% | -13% | -0.7 | -7% | -5%
COc1ccc(NC(=O)c2ccc(-c3ccc(C)c4ccccc34)o2)cc1 | -11% | 2% | 8 | -48%[inhibitor] | 7% | -28% | -1.4 | -21% | -4%
O=C(CCC1CCCC1)NCc1cccs1 | -3% | 3% | -4 | i | 17% | -8% | -1.3 | 9% | 8%
COCCNc1ncnc2c1ncn2[C@H]1CN(Cc2ccccc2)C[C@@H](CO)O1 | -2% | 4% | -3 | i | 0% | -6% | -0.6 | 3% | 25%
CCOC(=O)c1ccc(NC(=O)CN(C)S(=O)(=O)c2ccc(OC)cc2)cc1 | 0% | -10% | / | -16%[57.5 µM] | 4% | -5% | 70* | -10% | 8%
COc1cc2c(cc1OC)C(c1cccc(C)c1)CC(=O)N2 (stereo not drawn) | ? | 0% | -2 | -14% | -4% | 8% | -0.3 | -9% | 57%[activator]
CN(C(=O)Cn1nnc(-c2cccnc2)n1)C1CCCCC1 | -4% | 7% | -4 | 12% | -1% | -2% | -0.3 | 4% | 1%
Cn1c(=O)c2c(ncn2CC(=O)OCC(=O)Nc2cccc(C#N)c2)n(C)c1=O | -8% | 4% | 0 | i | 7% | 12% | 2.1 | -9% | 10%
O=C(COc1ccccc1Cl)NCCCNC(=O)c1cnccn1 | -2% | 0% | -5 | -4% | 8% | 0% | 0.1 | 0% | 2%
Cc1nc2ccc(NC(=O)CCS(=O)(=O)c3ccc(Cl)cc3)cc2s1 | 17µM* | -13% | -1 | -78%[inhibitor] | 2% | 0% | -0.5 | -4% | 6%
Nc1nc(Nc2cccc(Cl)c2)n[nH]1 | 0% | 3% | 5 | -68%[inhibitor] | 6% | -5% | -0.3 | -1% | 11%
C/C=C1\NC(=O)[C@H](C)NC(=O)[C@@H](NC(=O)[C@@H](Cc2ccc(O)cc2)NC(=O)[C@@H](NC(=O)/C(C)=C/C)C(C)C)[C@@H](C)OC(=O)[C@H](CCCCc2ccc(O)cc2)NC(=O)[C@@H](CCC(=O)OC)NC1=O | 1% | 1% | -1 | -17% | -4% | 8% | 0.4 | 2% | 28%
CN(C)C(=S)NC1CCS(=O)(=O)C1 (stereo not drawn) | -5% | 4% | 5 | -21% | 0% | -4% | 1.0 | 3% | 18%
CC12CCC(C(N)=O)(c3nc4ccccc4nc31)C2(C)C (stereo not drawn) | -6% | 17% | 0 | i | 1% | 3% | 1.1 | 14% | -24%
Cc1ccc(-c2c(C(=O)N/N=C/c3ccc(C)o3)nnn2-c2nonc2N)cc1 | -15% | -9% | -23 | i | -8% | -18% | 0.9 | 1% | ?
CC1CCN(C(=O)c2[nH]cnc2C(=O)N[C@@H](C)C(=O)OCc2ccccc2)CC1 | -4% | -26% | 4 | -89%[inhibitor] | -5% | -13% | -0.2 | 12% | 4%
COC(=O)CNC(=O)c1c(C)cc(=O)oc1C | -2% | -2% | / | i | 0% | 19% | -1.2 | -17% | 10%
Nc1nncn1C(=O)CCc1ccccc1 | -11% | 0% | / | i | 2% | 1% | -2.7 | -1% | 0%
O=C1NCC(=O)N(Cc2ccccc2)/C1=C/c1ccccc1 | 1% | 7% | 6 | i | 14% | -17% | -0.7 | -2% | 7%
CCCCN1C(=S)NC[C@@H]1Cc1ccc(O)cc1 | 1% | 12% | 8 | i | 0% | 1% | -0.1 | -3% | 13%
CCn1ccc2cc(S(=O)(=O)N3CCCN(C(=O)NCC(=O)OC)CC3)ccc21 | / | / | / | i | -4% | / | / | 16% | 0%
COc1ccc(OC)c(C2NC(=O)CCC2[N+](=O)[O-])c1 (stereo not drawn) | -12% | 8% | -2 | i | 0% | -18% | -1.3 | -4% | 3%
CN(CC(=O)NCc1ccccn1)S(=O)(=O)c1ccccc1 | -6% | -3% | / | i | -4% | 3% | 0.1 | 5% | 2%
CN(Cc1ccccc1)C(=O)c1nc[nH]c1C(=O)N1CCN(c2ccccc2)CC1 | -11% | 12% | -4 | -21% | 4% | -25% | -0.5 | -12% | -1%
CCCC(=O)Nc1cc(-c2cn3cccnc3n2)ccc1OC | -1% | 1% | / | -36%[inhibitor][57.5 µM] | -11% | 10% | -0.9 | -14% | 2%
CCCCCCN1C[C@H](n2cc(-c3ccc(F)cc3)nn2)[C@@H](O)C[C@@H]1c1ccc(Cl)cc1 | -6% | -33%[inhibitor] | 31 | -47%[inhibitor] | -1% | -17% | -3.9 | 2% | ?
CC1CN(C(=O)C(C)N2C(=O)c3ccccc3C2=O)CC(C)O1 (stereo not drawn) | -4% | 5% | / | i | -1% | 12% | 2.2 | 1% | 9%
O=C(CNc1cc(S(=O)(=O)N2CCCC2)ccc1OCC(F)(F)F)Nc1ccc(SC(F)F)cc1 | -10% | -12% | ? | -19% | 12% | -6% | -3.5 | 14% | ?
COc1ccc(-c2cn(-c3ccc(SC(F)F)cc3)c3[n+]2CCC3)cc1OC | -17% | -3% | -9 | i | -3% | 26% | 0.6 | 5% | -29%
O=C(CCS(=O)(=O)c1ccccc1)Nc1cccc2c1C(=O)NC2=O | 2% | -2% | -5 | i | -1% | -1% | 0.0 | 3%[7.66 µM] | 2%[7.66 µM]
O=C(CCN1C(=O)/C(=C/c2ccccc2Cl)SC1=S)N1CCCC1 | -23% | -1% | -9 | -2% | 6% | 1% | -1.6 | -3% | -24%
CCN1CCN(CC(=O)c2c[nH]c3ccccc23)CC1 | -6% | 3% | -4 | i | 1% | 19% | 1.0 | -11% | 3%
CCOC(=O)c1c(C)n(OC)c2ccc3c(no[n+]3[O-])c12 | -2% | -11% | / | i | -4% | 4% | 1.4 | -14% | 16%
CC(=O)Oc1ccccc1C1=NN(C(=O)/C=C/c2ccccc2)C(c2ccccc2)C1 (stereo not drawn) | -22% | 11% | 12 | i | -1% | -27% | -0.6 | 61%[activator] | ?
CC(C)CN(CC(C)C)C(=O)CN1c2cccc3cccc(c23)S1(=O)=O | -5% | 6% | -1 | i | -2% | -11% | -2.2 | 2% | 0%
COc1ccc(OC)c(CCNC(=O)CCCc2nnc3n(C)c(=O)c4sccc4n23)c1 | -6% | 13% | 0 | -14% | 12% | 3% | 1.0 | -15%&-8% | 4%&13%
COc1ccc(N2CCN(C(=O)CCC(=O)c3cc(C)sc3C)CC2)cc1 | 2% | -4% | -1 | -21% | 24% | -9% | -0.4 | -3% | ?
O=S(=O)(c1ccccc1Cl)N1CCCC1c1nc(-c2ccc(Cl)cc2)no1 (stereo not drawn) | -15% | 5% | 13 | -27%[57.5 µM] | 25% | -19% | -2.2 | 95%[activator] | ?
O=C(CSc1nc2nn(-c3ccccc3)c(=O)c-2c2n1CCCCC2)Nc1ccc(OC(F)F)cc1 | -4% | 16% | 3 | i | -2% | -11% | -0.6 | 6% | ?
COc1ccc(C(C)=O)cc1COC(=O)c1ccc2c(c1)OCCO2 | ? | -10% | -2 | -13% | ? | 11% | 0.1 | -11% | 6%
CCCCNC(=O)c1sc2nc(C)cc(COC)c2c1-n1cccc1 | -3% | -10% | -4 | -10% | -6% | 2% | -0.5 | -19% | 8.9µM*
O=C(CN1CCN(Cc2ccc(F)cc2)C1=O)NCc1ccccc1Cl | / | / | / | -22% | 2% | / | / | -13% | -18%
COc1ccc(C)cc1S(=O)(=O)N1CCCC(C(=O)N2CCOCC2)C1 (stereo not drawn) | 4% | -5% | 4 | -15% | -7% | -16% | -1.8 | -17% | 19%

Random excerpt: 3 records from the list
SMILES | PLK1 PBD inh | EPAC1 ag | PI5P4Ka inh | PTHR1 agonist | GLP-1R agonist | EPAC1 antag | IL-2 act | GLP1R cytotox | GLP1R inv ag
COc1ccc(C)cc1S(=O)(=O)N1CCCC(C(=O)N2CCOCC2)C1 (stereo not drawn) | 4% | -5% | 4 | -15% | -7% | -16% | -1.8 | -17% | 19%
COc1ccc(C(C)=O)cc1COC(=O)c1ccc2c(c1)OCCO2 | ? | -10% | -2 | -13% | ? | 11% | 0.1 | -11% | 6%
CC(=O)Oc1ccccc1C1=NN(C(=O)/C=C/c2ccccc2)C(c2ccccc2)C1 (stereo not drawn) | -22% | 11% | 12 | i | -1% | -27% | -0.6 | 61%[activator] | ?

Continued:
SMILES | PLK1 PBD inh | EPAC1 ag | PI5P4Ka inh | PTHR1 agonist | GLP-1R agonist | EPAC1 antag | IL-2 act | GLP1R cytotox | GLP1R inv ag
COc1ccc(CCNC(=O)Nc2nnc([C@H]3C[C@H](O)[C@@H](CO)O3)s2)cc1OC | 1% | -9% | -13 | i | -5% | 0% | -0.2 | 0% | -5%
FC(F)(F)c1cccc(-c2nnc3ccc(C(F)(F)F)cn23)c1 | -13% | -1% | / | -14% | 15% | 1% | -3.3 | 10% | 0%
COc1ccc(C)cc1S(=O)(=O)N(CC(=O)NCc1ccco1)c1ccc(C)cc1 | -2% | -6% | 1 | -4% | 18% | -26% | -2.9 | -8% | -28%
Cc1ccc(/C=N/n2c(COc3ccccc3)n[nH]c2=S)o1 | ? | 6% | -3 | i | 1% | 3% | 0.8 | 1% | -13%
COC(=O)c1c(NC(=O)c2ccc(C(=O)c3ccccc3)cc2)sc2c1CC(C)(C)NC2(C)C | -5% | 1% | -3 | i | -5% | 10% | -2.8 | 4% | -9%

Only part of the results is shown; the hit share may differ from the screen's.
